SNCA expr inh = Primary qHTS assay for inhibitors of alpha-synuclein gene (SNCA) expression; HEK-293 SNCA-luciferase knock-in, luminescence, 24 h; Potency, µM (doses to about 57.2 µM), without a hit: top-dose activity change, negative = inhibition, hits mostly inhibitors; actives 0.17% (n = 140,000); AID 1671194, 2021;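 also: potency is read from the fitted curve at half-maximal effect; plate controls were DMSO cells for no effect and cell-free wells for full effect; nearly all actives have a fitted effect of over 45% in size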
HEK cytotox = Cytotoxic Profiling in HEK 293 Cell Line of Diverse Libraries Using Quantitative High-Throughput Screening | HEK 293 viability, ATP luminescence (CellTiter-Glo), 48-72 h | Potency, µM (top dose mostly 115 µM), for inactives: at the top dose activity change, negative = cytotoxicity, usual class: inhibitors | actives 6.6% (n = 94,000) | AID 1345083, 2018; also: potency is read from the fitted curve at half-maximal effect; nearly all actives have a fitted effect of over 60% in size
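Read-out: CellTiter-Glo ATP luminescence. Cells: HEK 293, 250 cells/well. Exposure: 48 or 72 hr, 37 degree Celsius.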
FLuc inh = Firefly luciferase inhibition profiling of diverse chemical library using quantitative high-throughput screening; Luciferin 4-monooxygenase (Photinus pyralis), P08659; purified P. pyralis luciferase, luminescence, biochemical; Potency, µM (highest dose often 115 µM), for inactives: at the top dose activity change, negative = inhibition, hits mostly inhibitors; actives 2.5% (n = 76,000); AID 1347043, 2019; also: potency is read from the fitted curve at half-maximal effect; nearly all actives have a fitted effect of over 65% in size
Target sequence (P08659 whole entry, looked up): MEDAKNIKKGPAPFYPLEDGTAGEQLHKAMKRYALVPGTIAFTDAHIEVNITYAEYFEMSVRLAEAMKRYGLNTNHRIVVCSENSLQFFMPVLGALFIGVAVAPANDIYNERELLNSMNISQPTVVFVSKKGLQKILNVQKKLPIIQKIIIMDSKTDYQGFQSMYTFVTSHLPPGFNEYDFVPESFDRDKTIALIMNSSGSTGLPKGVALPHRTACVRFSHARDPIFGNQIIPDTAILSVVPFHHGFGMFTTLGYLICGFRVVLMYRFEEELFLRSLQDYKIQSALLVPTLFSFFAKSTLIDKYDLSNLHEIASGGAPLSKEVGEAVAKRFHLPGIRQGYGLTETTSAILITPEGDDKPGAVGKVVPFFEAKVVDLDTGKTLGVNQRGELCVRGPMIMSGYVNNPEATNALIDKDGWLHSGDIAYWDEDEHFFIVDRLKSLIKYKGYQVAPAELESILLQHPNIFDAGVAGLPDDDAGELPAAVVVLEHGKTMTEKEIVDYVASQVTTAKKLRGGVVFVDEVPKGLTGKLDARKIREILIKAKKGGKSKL
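Cell-free enzyme assay, 10nM P. pyralis luciferase, luciferin and ATP each at 10uM. Inhibition profiled over a 6-point titration, read as luminescence.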
GPT2 inh = Primary qHTS assay for inhibitors of Glutamate pyruvate transaminase 2 (GPT2) | Recombinant GPT2, coupled pyruvate oxidase/HRP Amplex Red fluorescence | actives 0.25% (n = 100,000) | AID 1671188, 2021 | Alanine aminotransferase 2 (Homo sapiens), Q8TD30 | Potency, µM (series often up to 57.7 µM), for inactives: at the top dose activity change, negative = inhibition, hits mostly inhibitors; also: potency is read from the fitted curve at half-maximal effect; nearly all actives have a fitted effect of over 60% in size; many of its hits are not listed in these tables
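Recombinant GPT2 (10ng/uL) with 250uM a-KG and 2mM L-alanine, 30 min at room temperature, in HEPES pH 7.5 buffer. Pyruvate detected by pyruvate oxidase/HRP/Amplex Red fluorescence after 30 min in the dark; AOA (50uM) as positive control.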
IP6K1 inh = Primary qHTS assay for small molecule inhibitors of Inositol hexaphosphate kinase 1 (IP6K1); Inositol hexakisphosphate kinase 1 (Homo sapiens), Q92551; IP6K1 kinase, ADP-Glo luminescence, 2 h; hits give low values; activity change, % (series mostly up to about 58 µM); actives 0.81% (n = 140,000); in the data active = activity change below about -25%
Target sequence (Q92551 whole entry, looked up): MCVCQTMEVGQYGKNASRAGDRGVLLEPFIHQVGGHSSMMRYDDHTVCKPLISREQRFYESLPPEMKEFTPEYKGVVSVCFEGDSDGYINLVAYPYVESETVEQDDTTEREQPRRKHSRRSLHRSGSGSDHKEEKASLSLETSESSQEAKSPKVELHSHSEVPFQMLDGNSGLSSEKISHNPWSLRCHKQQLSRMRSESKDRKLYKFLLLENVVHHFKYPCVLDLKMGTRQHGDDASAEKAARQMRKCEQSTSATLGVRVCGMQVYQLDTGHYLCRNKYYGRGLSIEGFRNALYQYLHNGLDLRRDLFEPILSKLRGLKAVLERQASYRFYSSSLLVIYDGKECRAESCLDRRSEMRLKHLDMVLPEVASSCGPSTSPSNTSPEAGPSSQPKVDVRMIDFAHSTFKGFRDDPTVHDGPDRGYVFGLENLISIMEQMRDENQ
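ADP-Glo luminescence measures ADP made by human IP6K1 during a 2 h RT reaction with ATP/IP6 (mix at 1.3 mM/130 uM); top library doses 57.5 and 19.1 uM final.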
HEK293 viab = GF-AFC viability counterscreen for inhibitors of alpha-synuclein gene (SNCA) expression; Potency, µM (series often up to 57.1 µM), without a hit: at the top dose activity change, negative = cytotoxicity, usual class: cytotoxic; actives 0.12% (n = 150,000); HEK-293-SNCA-luc viability, GF-AFC fluorescence, 24 h;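 also: potency is read from the fitted curve at half-maximal effect; 0% = DMSO-treated cells and -100% = medium-only wells without cells; nearly all actives have a fitted effect of over 30% in size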
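Cytotoxicity counterscreen: after 24 h compound treatment of genome-edited SNCA-luciferase HEK-293 cells, live-cell protease substrate GF-AFC read by fluorescence after 30 min; activity scaled between DMSO (0%) and medium-only (-100%), curves Hill-fitted.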
3T3 cytotox = Cytotoxic Profiling in NIH 3T3 Cell Line of Diverse Libraries Using Quantitative High-Throughput Screening; NIH 3T3 viability, CellTiter-Glo ATP luminescence, 48-72 h; Potency, µM (top dose mostly 96.7 µM), for the others: at the highest dose activity change, negative = cytotoxicity, most hits filed as inhibitors; actives 4.3% (n = 94,000); AID 1345082, 2018; also: potency is read from the fitted curve at half-maximal effect; nearly all actives have a fitted effect of over 55% in size
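Mouse fibroblast NIH 3T3 cells, 400 per well, received compound via pintool and were incubated for 48 or 72 hr prior to CellTiter-Glo ATP luminescence measurement.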
Numbers without * were called inactive; i = inactive; u = inconclusive; x = not tested or not shown; & = joins results of further samples; ! = repeats disagree; [ ] = remark or other dose. Unless noted, calls follow the shape of the dose curve; as a rule, active = well fitted curve in the direction sought with a large enough effect; inconclusive = small, poorly fitted or top-dose-only effect, or another doubt; inactive = no such curve, though single readings can be large; an effect the other way counts as inactive or inconclusive. Unless noted, % is scaled to controls: 0 for no effect and ±100 for the full control effect. No enrichment for hits. Share with any hit: about 7.7%.

SMILES | SNCA expr inh | HEK cytotox | FLuc inh | GPT2 inh | IP6K1 inh | HEK293 viab | 3T3 cytotox
N#Cc1cccc(C(=O)Nc2ccc([C@@H](O)[C@H]3COCC(=O)N3Cc3ccccc3F)cc2)c1 | -2% | u | -6% | i | 0 | 0% | -22%
CCN1CCN(C(=O)c2ccc3c(c2)n(Cc2cccc(F)c2)c(=O)c2ccnn23)CC1 | 5% | -20% | 3% | 2% | 0 | 4% | -21%
CN(C)c1cccc(NC(=O)Cc2c[nH]c3ncc(-c4ccccc4)cc23)c1 | u | u | 15%[172 µM] | -26%[88.5 µM] | -12 | -21%[87.6 µM] | u
COc1ccc(N2CC(C(=O)N3CCC(C(=O)NCC(F)F)C3)NC2=O)cc1 (configuration not stated) | u | -5% | 1%&1% | i | -5&-2 | -9%&-2% | -17%
Cc1cccc(CNC(=O)CCCN2C(=O)CCn3nc(-c4cn(C)c5ccccc45)cc32)c1 | 52%[activator] | x | x | x | -12 | 1% | x
O=C(NCc1ccccc1F)c1nc2cccnc2n(C2CC2)c1=O | 10%[87.6 µM] | 2%[172 µM] | x | -29%[88.5 µM] | 2 | -13%[87.6 µM] | -8%[138 µM]
COCCNC(=O)CN1C(=O)COc2ccc(S(=O)(=O)N3CCCC3)cc21 | u | x | x | x | -6 | -1% | x
COc1ccc(-c2nc(C)nc3c2CCN(Cc2cccn2C)CC3)cc1 | 32%[activator] | -24% | 9% | i | -1 | -19% | -10%
O=C(c1ccc2cc[nH]c2c1)N1CCN(C(=O)c2nnn3c2COC(c2ccc(Cl)cc2)C3)CC1 (configuration not stated) | -8% | u | -18% | i | -28* | -25% | -52%
Cc1nc(CNC(=O)c2cc(Cn3ccnc3C(C)C)[nH]n2)sc1C | 20% | -14% | -9% | i | 2 | -1% | -1%
CC(=O)N1CCc2nc(C(C)C)nc(-c3ccc(O)cc3)c2CC1 | 8%[87.6 µM] | -5%[172 µM] | -4%[172 µM] | i | 0 | 0%[87.6 µM] | i
CC1=C[C@@H](CNC(=O)COc2ccccc2)[C@H](C(C)C)C[C@H]1CC(=O)NCCN(C)C | u | u | -11%[172 µM] | -4%[88.5 µM] | 15 | -11%[87.6 µM] | u
Cc1cccc(CN2CCc3ncc(C(=O)NCc4ccccc4)n3CC2)c1 | u | -67%[172 µM] | 3%[172 µM] | -12%[88.5 µM] | -5 | u | u
COCCNC(=O)CCn1c(=O)[nH]c2cc(OC)c(OC)cc2c1=O | -17% | x | x | x | -5 | -10% | x
CN(C)C[C@@H]1CN(S(C)(=O)=O)C[C@H]1NC(=O)C1(c2ccccc2)CCCC1 | -29% | -5% | 8% | i | -3 | -11% | i
O=C(Cc1cccc(Cl)c1)N1CCC(c2nn(-c3ccc(Cl)cc3)c(=O)[nH]2)CC1 | -15% | u | 6% | u | 2 | -4% | 45µM*
NC(=O)COc1ccc(C(=O)N[C@@H]2CN(C(=O)NC3CCCCC3)CCC[C@H]2O)cc1 | u | i | -3%[172 µM] | -1%[88.5 µM] | 4 | 3%[87.6 µM] | 0%[174 µM]
O=C(O)CN1CCN(Cc2ccc(OCCc3ccccc3)cc2)CC1=O | 4% | 2% | -20% | -7% | 10 | -3% | -3%
C=CCn1cc2c3c(cccc31)[C@H](CC(C)C)N[C@H](C(=O)O)C2 | 6%[87.6 µM] | -26%[172 µM] | -1%[172 µM] | -1%[88.5 µM] | -7 | 1%[87.6 µM] | u
CCC1CCc2c(sc(NC(=O)C3c4ccccc4Oc4ccccc43)c2C(=O)OC)C1 (configuration not stated) | u | x | x | x | -1 | 1% | x
O=C(NC1CCN(C(=O)c2ccc(-c3cncnc3)cc2)CC1)c1ccc(Cl)cc1 | -24% | u | x | 2% | 2 | 7%[12.5 µM] | u
COc1ccc(/C=C\C(=O)NC2CC(=O)N(c3ccccc3)C2)cc1OC (configuration not stated) | 54%[activator] | x | x | x | -2 | 10% | x
COC(=O)[C@@H](Cc1cccnc1)NC(=O)[C@@H]1CN(S(C)(=O)=O)CCN1C(=O)C1CCCCC1 | 8% | i | 5% | -6% | -9 | 0% | i
CC(C)CNC[C@H]1O[C@H](Cc2cc(CN(C)Cc3ccccc3)on2)CC[C@@H]1O | 5%[87.6 µM] | -10%[172 µM] | 0%[172 µM] | -8%[88.5 µM] | 6 | -2%[87.6 µM] | 4%[138 µM]
O=C(CN1CC2CC(C1)[C@H]1CCCC(=O)N1C2)NCCc1cccs1 (some centres not stated) | 6% | -7% | -9% | i | -7 | -18% | -16%
CC(=O)N1CCC([C@@H]2CN(Cc3ccccc3C(F)(F)F)C[C@H]2CO)CC1 | u | -13% | -5% | 3% | -7 | -6%[12.5 µM] | -7%
CCOC(=O)[C@@H]1CN(C(=O)NCc2ccccc2)[C@H]2c3ccccc3O[C@@H]12 | x | -24% | x | x | 15 | x | u
COc1ccccc1-c1ncc(CNc2cc(C3CC(O)C3)ncn2)s1 (configuration not stated) | 5% | 32µM* | -27% | 4% | 2 | -8% | -64%
O=C(Nc1ccc(Cl)cc1Cl)c1cn2c(n1)CN(C(=O)c1ccccc1)CC2 | 1% | u | x | i | 5 | -5% | u
CN1C(=O)C(CC(=O)Nc2ccccc2)=C2CCCCC21 (configuration not stated) | 25% | -20% | -12% | i | 29 | 2% | -14%
COc1cccc(C(=O)NC2CCN(Cc3cccc(-c4ccc(F)cc4F)c3)CC2)c1 | x | 32µM*! | x | x | 9&12 | x | 35µM*!
COc1cccc(CC(=O)NCC2Cn3cccc3CN2Cc2ccccc2)c1 (configuration not stated) | 106%[activator] | u | x | i | -14 | 2% | u
CCOC(=O)c1ccccc1NC(=O)CSc1nc2ccncc2[nH]1 | 10% | x | x | x | -10 | 6% | x
CN(Cc1ccccc1F)C1CCOc2ccccc21 (configuration not stated) | -11%[87.6 µM] | -2%[172 µM] | -12%[172 µM] | i | 2 | 22%[87.6 µM] | -24%[138 µM]
CC(=O)Oc1ccccc1C(=O)Nc1ccc2c(c1)CN(Cc1ccc(Cl)cc1)C(=O)C(C)O2 (configuration not stated) | 11% | u | -5% | -6% | 19 | 3% | 25µM*
Cc1cnc(C(=O)N[C@@H]2CCC[C@@H]2C(=O)N2CCN(CC(C)C)CC2)cn1 | 0% | 1% | 1% | -7% | 8 | -27% | 4%
COc1cccc(CNC(=O)C2Cn3cccc3C(=O)N2Cc2ccccc2)c1OC (configuration not stated) | 0% | -18% | 8% | i | 7 | -10% | -24%
C=CCCC(CN1CCCOCC1)Oc1cc(C#N)ccn1 (configuration not stated) | -23% | -5% | -7% | -1% | -8 | 1% | -4%
CC(C)N(CC[C@H](c1ccccc1)c1cc(CO)ccc1O)C(C)C | -22% | x | x | i | x | -6% | x
C[C@@H](CN1CCC(Cc2ccccc2)CC1)[C@@H](O)c1ccc(O)cc1 | -1% | x | x | 3% | x | 0% | x

Reformatted with each value named: 2 of the compounds above.
O=C(CN1CC2CC(C1)[C@H]1CCCC(=O)N1C2)NCCc1cccs1 (some centres not stated)
  SNCA expr inh = 6%
  HEK cytotox = -7%
  FLuc inh = -9%
  GPT2 inh = i
  IP6K1 inh = -7
  HEK293 viab = -18%
  3T3 cytotox = -16%

CC(=O)N1CCC([C@@H]2CN(Cc3ccccc3C(F)(F)F)C[C@H]2CO)CC1
  SNCA expr inh = u
  HEK cytotox = -13%
  FLuc inh = -5%
  GPT2 inh = 3%
  IP6K1 inh = -7
  HEK293 viab = -6%[12.5 µM]
  3T3 cytotox = -7%

The results go on:
SMILES | SNCA expr inh | HEK cytotox | FLuc inh | GPT2 inh | IP6K1 inh | HEK293 viab | 3T3 cytotox
COc1ccc(N2CC(C(=O)N3CCC(C(=O)N4CCN(c5ncccn5)CC4)C3)NC2=O)cc1 (configuration not stated) | -1%&6% | 0%&-18% | 6%&-11% | i | 7&-1 | 13%&4% | -5%&-11%
Cc1ccc(C)c(OCC(=O)c2ccc3c(c2)N(CC(=O)NCC2CC2)C(=O)CO3)c1 | -5% | u | -6% | i | 5 | u | -29%
COc1ccc(NC(=O)N2CCc3nnc(C4CC4)n3CC2)cc1 | -1% | i | 0% | -8% | -1 | 2% | i
O=C(NC1CCCC1)N1CCCC(C(=O)N2CCC(N3Cc4cccn4C3=O)CC2)C1 (configuration not stated) | -21% | u | x | i | -6 | -3% | -15%
Cc1nccn1-c1ccccc1CNC(=O)[C@H]1CC[C@@H](N)C1 | -5% | 3% | 0% | i | 4 | -1% | i
CC(C)Nc1ccc(-c2nc(-c3ccco3)no2)cc1[N+](=O)[O-] | -5% | x | x | x | -17 | -3% | x
COc1ccccc1CN(C)Cc1cccc(C(F)(F)F)c1 | -10%[87.6 µM] | -4%[172 µM] | x | i | 16 | 7%[87.6 µM] | -3%[138 µM]
O=C(NCc1cccc(F)c1)c1ccc(-n2cnc3cccnc32)cc1 | -24% | x | x | x | 7 | -1% | x
Cc1ccc(Cl)cc1Nc1ncncc1-c1nc(-c2ccccc2)no1 | -14% | -14% | -5% | i | -6 | 10% | 3%
CNC(=O)[C@@H]1CN(C(=O)Cc2ccccc2C)C[C@H]1COC | -9% | -10% | -6% | i | 3 | 3% | 1%
CC(C)N1C[C@@H]2CN(C(=O)CCCn3ccnc3)C[C@]2(C(=O)O)C1 | 1% | -11% | 10% | -13% | 1 | 10% | 1%
Cc1ccc(-n2ncc(C(=O)NCCCN3CCc4ccccc4C3)c2C2CCN(C(=O)OC(C)(C)C)CC2)cc1C | -25% | x | x | x | -20 | u | x
O=C(NCCc1ccc(Cl)cc1)c1nc2cccnc2n(Cc2ccccc2)c1=O | -6% | 89µM* | x | i | 2 | -9% | u
Cc1cccc(C(=O)N2CCC(Cc3n[nH]c(C)n3)CC2)c1 | 14% | u | 0% | i | -19 | -11% | -13%
C=CCS(=O)(=O)N1CCCC(CCc2cccc(OC)c2)C1 (configuration not stated) | -8% | u | 2% | u | 2 | 1% | -29%
CC(=O)N1C[C@H](NC(=O)c2cnc(N)nc2-c2ccccc2)[C@@H](C2CC2)C1 | 39%[activator] | -16% | -6% | i | 14 | -4% | -6%

Just FLuc inh, for some of the entries so far:
structure,FLuc inh
CC(=O)N1C[C@H](NC(=O)c2cnc(N)nc2-c2ccccc2)[C@@H](C2CC2)C1,-6%
COc1ccc(N2CC(C(=O)N3CCC(C(=O)N4CCN(c5ncccn5)CC4)C3)NC2=O)cc1 (configuration not stated),6%&-11%
C=CCS(=O)(=O)N1CCCC(CCc2cccc(OC)c2)C1 (configuration not stated),2%
Cc1ccc(Cl)cc1Nc1ncncc1-c1nc(-c2ccccc2)no1,-5%
COc1ccc(NC(=O)N2CCc3nnc(C4CC4)n3CC2)cc1,0%

Screening data from PubChem.
